TRHR ag = qHTS for Small Molecule Agonists and Allosteric Enhancers of Human TRH Receptor: Primary Screen for Agonists. Thyrotropin-releasing hormone receptor (Homo sapiens), P34981. TRHR cells, calcium flux fluo-8, FDSS agonist mode. activation, % at 2 µM. hit rate 0.18% among 360,000; in the data active = activation above about 30%; also: 0% is about no effect
Target sequence (P34981 whole entry, looked up): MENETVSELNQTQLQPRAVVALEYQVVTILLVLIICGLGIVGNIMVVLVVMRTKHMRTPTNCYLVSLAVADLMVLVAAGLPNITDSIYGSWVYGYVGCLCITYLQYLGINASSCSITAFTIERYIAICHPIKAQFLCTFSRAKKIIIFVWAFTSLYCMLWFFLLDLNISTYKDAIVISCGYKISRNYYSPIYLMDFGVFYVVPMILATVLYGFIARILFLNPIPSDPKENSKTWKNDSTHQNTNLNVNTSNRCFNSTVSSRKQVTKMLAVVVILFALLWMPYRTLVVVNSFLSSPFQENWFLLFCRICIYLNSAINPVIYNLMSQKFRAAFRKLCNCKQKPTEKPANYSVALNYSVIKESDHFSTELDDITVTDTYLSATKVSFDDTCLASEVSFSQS
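Agonist-mode FDSS calcium read (Ex 480/Em 530, 1 s cycles) in 1536-well TRHR cells with fluo-8 dye, after 10-cycle baseline and 23 nL compound addition; TRH at EC20 (10 nM final) added afterwards for the enhancer phase.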
D1 antagonist = Antagonist of Human D 1 Dopamine Receptor: qHTS; hit rate 3.2% among 360,000; HEK293 TREx D1 cells, calcium flux, dopamine EC80; stronger effect = lower value; AID 504652, 2011; activity change, negative = inhibition, % at 10 µM; D(1A) dopamine receptor (Homo sapiens), P21728; in the data active = activity change below about -30%; also: % is scaled to controls: 0 for no effect and ±100 for the full control effect
Target sequence (P21728 whole entry, looked up): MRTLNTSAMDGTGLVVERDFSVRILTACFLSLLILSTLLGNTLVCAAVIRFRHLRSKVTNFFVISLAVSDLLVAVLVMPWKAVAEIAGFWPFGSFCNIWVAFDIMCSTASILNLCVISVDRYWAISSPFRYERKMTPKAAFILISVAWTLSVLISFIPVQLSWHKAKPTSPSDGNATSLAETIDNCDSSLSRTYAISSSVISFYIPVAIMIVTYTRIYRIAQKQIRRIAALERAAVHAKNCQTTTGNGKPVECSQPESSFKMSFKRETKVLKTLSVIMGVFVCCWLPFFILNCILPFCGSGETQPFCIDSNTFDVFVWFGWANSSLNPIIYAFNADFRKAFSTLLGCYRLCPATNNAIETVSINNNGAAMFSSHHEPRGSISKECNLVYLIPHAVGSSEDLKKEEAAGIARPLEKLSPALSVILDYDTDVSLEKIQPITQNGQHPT
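Compound effects on dopamine-evoked calcium signalling were measured in tetracycline-induced HEK293 Trex D1 cells. Dopamine at EC80 followed a 180 s compound pre-read, and fluorescence was tracked kinetically for 180 s more.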
Anesthetic bind = qHTS Assay for Identification of Novel General Anesthetics | Ferritin light chain (Equus caballus), P02791 | apoferritin/1-aminoanthracene competitive binding, fluorescence | Potency, µM (series often up to 77.5 µM), for the others: top-dose activity change, negative = displacement, hits mostly inhibitors | hit rate 0.074% among 350,000; also: potency is read from the fitted curve at half-maximal effect; % is scaled to controls: 0 for no effect and ±100 for the full control effect; nearly all actives have a fitted effect of over 20% in size
Target sequence (P02791 2-175 limits assumed): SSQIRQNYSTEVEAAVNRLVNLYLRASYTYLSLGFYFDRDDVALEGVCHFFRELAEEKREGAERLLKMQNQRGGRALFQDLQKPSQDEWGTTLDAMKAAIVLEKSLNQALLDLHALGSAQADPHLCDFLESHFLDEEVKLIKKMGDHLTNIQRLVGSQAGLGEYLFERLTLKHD
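10 uM apoferritin + 50% sat. 1-AMA, PBS; cpd 10 min RT; Ex380/Em535 endpoint; normalized to free probe vs complex; 4-param Hill fit; propofol titration as pos. ctrl.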
D2 PAM = HTS Assay for Positive Allosteric Modulators of the Human D2 Dopamine Receptor: Primary Screen for Potentiators | potentiation, % at 10 µM | HEK293 T-REx D2, calcium flux, EC20 dopamine potentiation | hit rate 0.34% among 340,000 | AID 485347, 2010 | D(2) dopamine receptor (Homo sapiens), P14416;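 active = potentiation over 3 SD above the plate norm, cut at about 30% in these data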; also: 0% is about no effect
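Tetracycline-induced HEK293 T-REx cells force-coupled to calcium signalling expressed D2; compounds were pin-added after a 10 s baseline, read kinetically 180 s, then an EC20 dopamine challenge followed with a further 180 s calcium read.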
TRHR enhancer = qHTS for Small Molecule Agonists and Allosteric Enhancers of Human TRH Receptor: Primary Screen for Enhancers; Thyrotropin-releasing hormone receptor (Homo sapiens), P34981; TRHR cells, fluo-8 calcium fluorescence, EC20 TRH enhancement; enhancement, % at 2 µM; hit rate 0.66% among 360,000; in the data active = enhancement above about 30%; also: 0% is about no effect
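Enhancer read-out: after compound pinning and an initial kinetic agonist-mode read, an EC20 of TRH (10 nM final) was injected and fluo-8 calcium signal (Ex 480/Em 530) followed at 1 s/cycle for 100 cycles in TRHR-expressing cells.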
RXFP1 agonist = qHTS Assay for Agonists of the Relaxin Receptor RXFP1. Relaxin receptor 1 (Homo sapiens), Q9HBX9. HEK293T-RXFP1 cAMP TR-FRET, 30 min; response scale: percent of porcine relaxin response, buffer zero. Potency, µM (titrated, usually from 57.5 µM), inactives show top-dose activation, most hits filed as activators. hit rate 0.3% among 370,000. AID 2676, 2010; also: potency is read from the fitted curve at half-maximal effect; % is scaled to controls: 0 for no effect and ±100 for the full control effect; nearly all actives have a fitted effect of over 60% in size; many of its hits are not listed in these tables
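HEK293T cells stably expressing RXFP1 were pretreated with the PDE4 inhibitor Ro 20174, exposed to compounds for 30 min at 37C, lysed, and cAMP was read by TR-FRET. Data normalized to buffer (basal) and 29 nM porcine relaxin (100%).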
D1 PAM = Potentiators of Human D1 Dopamine Receptor: qHTS; D(1A) dopamine receptor (Homo sapiens), P21728; HEK293 TREx D1 cells, calcium flux, dopamine EC20 potentiation; potentiation, % at 10 µM; hit rate 0.036% among 360,000; in the data active = potentiation above about 30%; also: 0% is about no effect
RXFP1 antagonist = qHTS Assay for Antagonists of the Relaxin Receptor RXFP1 | Relaxin receptor 1 (Homo sapiens), Q9HBX9 | HEK293-RXFP1, relaxin-stimulated cAMP HTRF, 30 min; stronger effect = lower value | activity change, negative = inhibition, % at 57.5 µM | hit rate 0.59% among 350,000;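 active = activity change of -60% or lower, but not beyond a set lower limit; inconclusive = change between -60% and -40%, or beyond the set limit; inactive = change above -40%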; also: % is scaled to controls: 0 for no effect and ±100 for the full control effect
D1 ag = Allosteric Agonists of the Human D1 Dopamine Receptor: qHTS. D(1A) dopamine receptor (Homo sapiens), P21728. HEK293 T-REx D1 cells, calcium flux, agonist mode. activation, % at 2 µM. hit rate 1% among 360,000. AID 504660, 2011; in the data active = activation above about 30%; also: 0% is about no effect
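Agonism was scored from calcium flux recorded over 180 s (1 read/s) after pintool compound addition, following a 10-cycle baseline. Cells were inducible force-coupled HEK293 TREx D1, plated overnight at 30 C and loaded with no-wash calcium dye.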
The depositor's hits bear a star; ? = inconclusive; · = no result given; & = joins results of further samples; [ ] = dose if it differs, or a comment. Unless noted, calls follow the shape of the dose curve; as a rule, active = well fitted curve in the direction sought with a large enough effect; inconclusive = small, poorly fitted or top-dose-only effect, or another doubt; inactive = no such curve, though single readings can be large; an effect the other way counts as inactive or inconclusive. A portion of the library; rates above refer to the full screens.

SMILES	TRHR ag	D1 antagonist	Anesthetic bind	D2 PAM	TRHR enhancer	RXFP1 agonist	D1 PAM	RXFP1 antagonist	D1 ag
CCOC(=O)c1[nH]c(CSc2nnnn2-c2ccccc2C)c(C(=O)OCC)c1C	1.9	28	-14%	2	-4	-0.7%	-4	3	21
CCn1nnc(-c2ccccc2NC(=O)c2cccc(-n3cnnn3)c2)n1	-0.1	-5	-6%	18	0	3.5%	2	-4	-2
O=C1COc2ccc3ccccc3c2CN1	-0.8	10	-19%	·	12	0.0%	-4	-7	2
Cn1c(CSCc2ccccc2)nnc1SCC(=O)Nc1nccs1	1.9	-22	4%	-18	-4	0.2%	-6	-5	11
COC(=O)Cn1c(=O)cnc2ccccc21	0.1	5	-5%	-8	-1	-0.3%	-3	0	2
CC(=O)Cc1nsc(NC(=O)c2ccc(Cl)cc2Cl)n1	0.2	-12	-7%	-2	2	2.1%	-4	-26	3
Cc1ccc(C(=O)OCN2C(=O)c3ccccc3C2=O)c(O)c1	-0.7	4	-1%	·	-7	2.5%	6	-3	2
CC(C)OCCCN(C)C1CCN(S(=O)(=O)c2csc(C(N)=O)c2)CC1	0.8&0.3	-7&11	1%&4%	2&-3	4&6	0.2%&-0.4%	2&3	7	1&2
CCc1cc2c(=O)c(-c3nc4ccccc4[nH]3)coc2c(CN2CCCCC2)c1O	-0.1	-1	-8%	1	2	0.6%	-2	-19	2
O=C(NC(=S)Nc1ccc(S(=O)(=O)Nc2ccccc2)cc1)C1CC1	1.2	-17	-21%	2	11	0.0%	-5	-5	12
CCOC(=O)C1CCCN(CC(O)COCc2ccc3c(c2)OCO3)C1 (configuration not stated)	-0.1	8	-2%	-11	-2	0.2%	-6	-7	3
O=C(Nc1c(C(=O)N2CCCC2)cnn1-c1ccccc1)c1cccc(F)c1	0.0	-6	-5%	-7	-9	-1.9%	1	7	-1
CS(=O)(=O)c1ccc2nnn(OCC(=O)Nc3cccc(C#N)c3)c2c1	-0.9	-8	-11%	8	9	11%	-3	6	3
CC1=C(c2ccc(C)c(C)c2)S(=O)(=O)N=C1N1CCC(C(=O)NCc2ccc(C)o2)CC1	-0.2	-1	-7%	14	31*	?	-5	-4	1
CCOc1ncccc1C(=O)Nc1ccc(OC)c(S(=O)(=O)N2CCCCC2)c1	-1.7	10	-6%	-5	2	21%	-3	4	5
Cc1cccc(NC(=O)CCNS(=O)(=O)c2cccc3nsnc23)c1	-0.3	-4	-9%	-6	-9	0.2%	-3	-1	3
CCCN(Cc1cccs1)C(=O)Nc1ccc(OCC)cc1	-0.6	-8	-17%	-9	3	-4.0%	-1	-2	0
CSc1ccc(CCNC(=O)c2cc(C)nn2-c2ccccc2)cc1	0.0	-11	5%	11	-2	4.9%	-7	10	1
Cn1cc(S(=O)(=O)N2CCOCC2)cc1C(=O)Nc1cccc(Cl)c1	-1.3	2	?	6	-12	1.4%	-9	-6	3
COc1ccc(CCN2C(=O)CS/C2=N/NC(=O)c2ccccc2F)cc1OC	0.2	-3	-10%	14	0	0.5%	6	5	-1
c1ccc(C(c2ccccn2)c2ccccn2)cc1	-0.1	10	-5%	7	0	0.6%	-1	·	4
COc1ccc(CN2CC[C@H]3C=CCc4cccc(c43)C2)cc1	1.2	·	·	-19	3	0.0%	-7	·	3
CC(=O)N1CCc2cc(S(=O)(=O)CCC(=O)N3CCN(C(=O)c4ccco4)CC3)ccc21	-0.5	-3	-3%	4	10	26%	-2	6	3
O=C(c1cnn2ccccc12)N1CCN(C2CCCCC2)CC1	-0.2	-1	-1%	-3	-2	-0.2%	·	·	3
O=C(CCCOc1ccc(Cl)cc1Cl)N/N=C/c1ccccc1O	-1.8	4	-6%	11	6	-0.1%	-6	-21	2

Next section:
SMILES	TRHR ag	D1 antagonist	Anesthetic bind	D2 PAM	TRHR enhancer	RXFP1 agonist	D1 PAM	RXFP1 antagonist	D1 ag
COc1cccc(/C=N/NC(=O)c2c(-c3ccccc3)noc2C)c1	-0.6	-14	-21%	2	-3	2.0%	-4	-22	5
COc1cccc(CNC(=O)[C@H](C)NC(=O)C2CCN(S(=O)(=O)c3ccccc3)CC2)c1	-0.2	-13	-10%	10	8	1.9%	2	1	0
CC(=O)Nc1ccc(S(=O)(=O)Nc2cccc(-n3cnnn3)c2)cc1	0.5	10	-5%	-2	3	6.4%	9	13	5
CC(=O)c1ccc(NC(=O)c2nc(-c3ccc(C)cc3)n3c2CCCCC3)cc1	0.0	-2	46%[activator]	-3	-10	3.8%	-2	·	2
COc1ccc(CN2CCNC(=O)C2CC(=O)NCc2csc(C(C)C)n2)c(OC)c1 (configuration not stated)	0.0	3	-12%	-8	-13	-2.0%	-3	29	3
CC(C)(C)NC(=O)NC(=O)Cn1ccsc1=N	0.5	-5	0%	7	3	-0.7%	-3	-10	7
Nc1ccc(C(=O)NNC(=O)C2COc3ccccc3O2)cc1[N+](=O)[O-] (configuration not stated)	1.9	-14	·	11	0	-1.8%	0	-10	0
COc1cccc(/C=C2/C(=O)NN(c3ccc(F)cc3)C2=O)c1	0.1	-2	-4%	-6	0	4.6%	-2	-4	1
Cc1cc(C)cc(NC(=O)c2ccc(CSc3nnnn3C)cc2)c1	-0.3	5	-14%	7	3	2.4%	-2	5	1
O=C(/C=C/c1ccco1)NC(=S)Nc1ccc(C(=O)O)cc1	0.8	5	39%[activator]	16	8	0.6%	2	-23	2
COc1ccccc1C(=O)N/N=C(\C)CC(=O)Nc1ccc(Nc2ccccc2)cc1	-0.1	-15	-11%	3	11	0.3%	-7	-3	0
Cc1ccccc1-n1c(=O)cc(N2CC(C)OC(C)C2)[nH]c1=O (configuration not stated)	-0.4	-6	-5%	17	3	0.8%	0	21	3
COc1ccc(CNC(=O)c2cc(Nc3ccc(OC)cc3OC)nc3ccccc23)cc1	-0.6	4	-1%	-9	-6	-1.8%	-2	2	-1
O=C(NC1CCSC1=O)c1ccc(Cl)cc1 (configuration not stated)	0.2	6	-6%	-7	-8	-0.3%	-5	3	1
Cc1[nH]n(-c2ccccc2)c(=O)c1/C=N/NC(=O)c1cccc(F)c1	0.3	-6	-7%	0	-10	7.6%	1	10	3
COc1cc(C(=O)NCCNC(=O)c2ccc(C)nc2)cc(OC)c1OC	-0.1	-2	-6%	-3	-1	2.8%	2	3	5
COc1ccc(C(=O)NNC2CC(=O)N(Cc3ccccc3)C2=O)cc1OC (configuration not stated)	-0.3	3	3%	2	6	-0.3%	-2	-1	1
Cc1cc(C)cc(NC(=O)Cn2nnc(-c3nc(-c4ccncc4)no3)c2N)c1	0.3	2	7%	9	5	6.8%	0	-2	0
CNC(=O)COC(=O)/C=C/c1cn(-c2ccccc2)nc1-c1ccc2c(c1)OCCO2	-1.7	-10	-3%	-2	-3	0.1%	-2	1	7
O=C(NC12CC3CC(CC(C3)C1)C2)c1cccnc1	0.9	1	?	-6	-2	1.0%	0	18	2
CC(C)(Cc1ccccc1)/[N+]([O-])=C\c1ccccc1	-0.3	6	·	9	-3	-0.5%	0	·	1
CN1C(C(=O)NCc2cccc(Br)c2)CC2Cn3c(nc4cc(Cl)c(Cl)cc43)C21 (configuration not stated)	-0.4	8	-5%	7	-1	5.0%	0	·	7
COc1ccccc1-c1nn(CCC(=O)Nc2cccc(C(C)=O)c2)c2nc(C)cc(C)c12	-1.8	13	?	-4	2	0.3%	-2	·	4
N#Cc1ccc(CSc2nnc(-c3cccs3)n2-c2ccccc2)cc1	0.5	-21	-16%	-7	-11	0.4%	-5	2	2
COc1ccc(-c2nnn(CCc3nn[nH]n3)n2)cc1OC	2.1	10	-7%	12	1	0.4%	1	3	-2
O=C(O)c1ccc(N/N=C2/CCSc3ccc(F)cc32)cc1	-1.8	-9	-4%	2	-1	0.6%	0	-1	5
CC(/C=N/NC(=O)Cn1nnc(N)n1)=C\c1ccc(C(C)C)cc1	-0.7	-4	-23%	4	-2	1.2%	6	-26	2
N#CC1=C(N)Oc2c(oc(CO)cc2=O)C1c1ccccc1[N+](=O)[O-] (configuration not stated)	1.2	-35*	31%[activator]	-9	-1	0.4%	-7	-14	0
CC(C)c1nc(NCCO)c(C#N)c2c1CCCC2	0.9	-3	-14%	0	5	-0.6%	11	-8	8

Pulled by compound from the entries so far:
SMILES	TRHR ag	D1 antagonist	Anesthetic bind	D2 PAM	TRHR enhancer	RXFP1 agonist	D1 PAM	RXFP1 antagonist	D1 ag
COc1cccc(CNC(=O)[C@H](C)NC(=O)C2CCN(S(=O)(=O)c3ccccc3)CC2)c1	-0.2	-13	-10%	10	8	1.9%	2	1	0
Cc1[nH]n(-c2ccccc2)c(=O)c1/C=N/NC(=O)c1cccc(F)c1	0.3	-6	-7%	0	-10	7.6%	1	10	3
CC(/C=N/NC(=O)Cn1nnc(N)n1)=C\c1ccc(C(C)C)cc1	-0.7	-4	-23%	4	-2	1.2%	6	-26	2
COc1cccc(/C=C2/C(=O)NN(c3ccc(F)cc3)C2=O)c1	0.1	-2	-4%	-6	0	4.6%	-2	-4	1

Three compounds from above, arranged by their value in D1 antagonist, rising:
molecule	D1 antagonist
CC(C)(C)NC(=O)NC(=O)Cn1ccsc1=N	-5
COc1ccc(CNC(=O)c2cc(Nc3ccc(OC)cc3OC)nc3ccccc23)cc1	4
CCOC(=O)C1CCCN(CC(O)COCc2ccc3c(c2)OCO3)C1 (configuration not stated)	8
